Screening data from PubChem BioAssay.
CXCR6 block: CXCR6 receptor inhibitors, primary screen, cell-based, beta-arrestin, luminescence, CHO-K1 PathHunter, 1536-well | hit rate 0.36% among 360,000 | C-X-C chemokine receptor type 6 (Homo sapiens), O00574 | AID 602244, 2012 | inhibition, % at 20 µM; in the data active = inhibition above about 34%, passing the limit was not always enough;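 also: antagonist mode with CXCL16 agonist at 10 nM final; 0% = 10 nM CXCL16 with DMSO and 100% = unstimulated wells without agonist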
APJ antagonist: antagonists of human apelin receptor APJ, primary screen, CHO-K1 cells, beta-arrestin complementation, luminescence | hit rate 0.32% among 330,000 | P35414 | inhibition, % at 20 µM | AID 2521, 2010;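 active = inhibition above about 40% at 20 µM, limit read from the data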;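 also: cells challenged with 10 nM apelin-13 agonist together with compound; plate controls were apelin-13 plus DMSO wells for no effect and DMSO wells lacking apelin-13 for full effect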
Target sequence (P35414 whole entry, looked up): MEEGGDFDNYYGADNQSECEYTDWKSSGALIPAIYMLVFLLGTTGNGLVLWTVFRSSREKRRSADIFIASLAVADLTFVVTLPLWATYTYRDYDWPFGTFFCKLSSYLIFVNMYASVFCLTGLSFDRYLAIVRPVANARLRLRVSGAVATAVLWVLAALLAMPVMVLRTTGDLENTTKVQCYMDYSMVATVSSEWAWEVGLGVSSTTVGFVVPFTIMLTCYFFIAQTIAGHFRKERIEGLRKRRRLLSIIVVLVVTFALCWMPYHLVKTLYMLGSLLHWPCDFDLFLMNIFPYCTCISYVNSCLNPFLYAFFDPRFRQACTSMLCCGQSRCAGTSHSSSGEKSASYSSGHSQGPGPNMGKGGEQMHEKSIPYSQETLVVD
APJ ag: agonists of human apelin receptor APJ, primary screen, CHO-K1 cells, PathHunter beta-arrestin, luminescence | P35414 | AID 2520, 2010 | hit rate 0.11% among 330,000 | activation, % at 20 µM | 0% DMSO wells, 100% apelin;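 active = activation more than six SD over the plate average, tested at 20 µM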;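 also: 0% = DMSO alone and 100% = apelin-13 at 10 nM; some results filed as inactive read as strong as hits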
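Assay system – PathHunter CHO-K1 APJ (AGTRL-1) beta-arrestin reporter cells · Compound – one dose, 20 µM compound, 1% DMSO · Timing – compound 90 min 25 °C, reagent 1 h · Measured by – luminescence from split beta-galactosidase complementation, Galacton Star/Emerald II substrate · Measure – beta-arrestin recruitment to APJ as agonist activity, luminescent signal · Benchmarks – DMSO vs Apelin-13 10 nM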
CCR6 antagonist: CCR6 receptor antagonists, primary screen, cell-based, CHO-K1, luminescence, beta-arrestin, uHTS. C-C chemokine receptor type 6 (Homo sapiens), P51684. CHO-K1 CCR6 PathHunter beta-arrestin, CCL20-stimulated. inhibition, % at 20 µM. hit rate 0.49% among 340,000. AID 493098, 2011;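 active = compounds whose inhibition of the agonist-driven luminescence signal at 20 µM reaches about 50%, limit read from the data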;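 also: cells stimulated with CCL20 at 14 nM final; plate controls were DMSO with CCL20 for no effect and DMSO without agonist for full effect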
ATG4B inh: ATG4B protease inhibitors, primary screen, biochemical, fluorescence, uHTS; Cysteine protease ATG4B (Homo sapiens), Q9Y4P1; ATG4B cleavage of LC3-PLA2, NBD-HPC fluorescence, 1 h; inhibition, % at 8.33 µM; hit rate 0.51% among 340,000; AID 504462, 2011; in the data active = inhibition above about 40%
Target sequence (Q9Y4P1 whole entry, looked up): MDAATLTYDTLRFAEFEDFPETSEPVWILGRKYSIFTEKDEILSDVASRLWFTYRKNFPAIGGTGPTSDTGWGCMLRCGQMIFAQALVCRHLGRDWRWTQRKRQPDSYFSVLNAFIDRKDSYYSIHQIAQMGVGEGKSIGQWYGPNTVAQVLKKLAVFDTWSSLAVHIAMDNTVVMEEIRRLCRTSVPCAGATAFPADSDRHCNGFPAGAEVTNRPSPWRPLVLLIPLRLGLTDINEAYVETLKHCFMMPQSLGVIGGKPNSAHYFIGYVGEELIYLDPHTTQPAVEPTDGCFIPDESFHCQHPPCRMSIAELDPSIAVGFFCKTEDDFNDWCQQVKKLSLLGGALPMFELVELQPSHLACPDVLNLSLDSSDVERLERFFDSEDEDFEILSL
EBI2 antag: EBI2 receptor antagonists, beta-arrestin recruitment, primary screen, cell-based, luminescence, 7a,25-OHC stimulation, uHTS | inhibition, % at 5 µM | 7a,25-OHC stimulated | hit rate 0.81% among 360,000 | G-protein coupled receptor 183 (Homo sapiens), P32249; in the data active = inhibition above about 38%;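 also: enzyme fragment complementation signal reports receptor beta-arrestin coupling in cells; 0% = agonist plus DMSO wells and 100% = wells without agonist; some results beyond the cut were filed as inactive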
Gli-Sufu block: Gli-Sufu pathway antagonists, primary screen, luciferase luminescence, Sufu-KO-LIGHT cells, uHTS. Sufu-KO-LIGHT fibroblasts, Gli luciferase reporter luminescence. hit rate 0.74% among 340,000. inhibition, % at 5 µM;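 active = inhibition above about 55%, limit read from the data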;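 also: 0% = DMSO-treated cells and 100% = wells with medium but no cells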
UBC13 inh: UBC13 polyubiquitin chain formation inhibitors, primary screen, biochemical, TR-FRET, uHTS; hit rate 0.47% among 330,000; AID 485273, 2010; inhibition, % at 20 µM; in the data active = inhibition above about 45%, passing the limit was not always enough
* = called active by the depositor; · = no result given; & = joins results of further samples.

SMILES	CXCR6 block	APJ antagonist	APJ ag	CCR6 antagonist	ATG4B inh	EBI2 antag	Gli-Sufu block	UBC13 inh
COc1ccccc1NC(=O)CSc1nnc(-c2ccccn2)o1	-4	0	-2	1	-1	3	-29	6
O=C(NCc1cccs1)C1CCC(=O)N(Cc2cccc(C(F)(F)F)c2)C1 (centres undefined)	7	-4	-2	11	0	4	-14	-6
CCN(CC)C(=O)CSc1nc2ccccc2c(=O)n1OC	4	8	-4	-7	-12	-22	26	1
CC(=O)NC12CC3CC(C1)CC(C(=O)N(C)CC(=O)Nc1cccc(F)c1)(C3)C2	8	13	-4	-2	2	-7	0	6
CC1(C)Cc2c(sc3c2c(=N)n(Cc2ccco2)c(=O)n3CC(=O)Nc2ccc(Cl)cc2)CO1	10	-9	-2	8	1	8	-11	-6
CCN(Cc1ccccc1)C(=O)CSc1nc(C)cc2c1C(=O)OC2	-2	3	-5	12	-17	1	1	12
CC1(C)CC(=O)C2=C(C1)N(c1ncn[nH]1)C(N)=C(C#N)C2c1ccccc1 (centres undefined)	-1	-16	0	5	2	3	4	-30
Cc1ccc(C)c(NC(=S)N2CCCCC2CO)c1 (centres undefined)	-4	8	-4	3	9	9	-6	-4
CC(C)c1ccc(N=Cc2c(O)c3ccccc3oc2=O)cc1	3	11	-4	-4	-2	1	4	5
O=C(CC1Nc2ccccc2NC1=O)Nc1ccccc1 (centres undefined)	6	2	5	12	-1	-7	12	-5
Cc1cc(C(=O)OCC(=O)Nc2ccccc2C(F)(F)F)on1	-7	11	1	2	1	-11	10	16
CC1=Nc2cc(C(=O)N3CCCC3)ccc2Sc2c(C)ccc(C)c21	1	18	0	2	5	4	-16	1
O=C(Nc1ccc2c(c1)OCO2)c1ccc(S(=O)(=O)NCC2CCCO2)cc1 (centres undefined)	-10	-15	-3	-8	1	6	-1	2
CCCCn1c(N)c(N(CC(C)C)C(=O)c2cccc(S(=O)(=O)N3CCCCCC3)c2)c(=O)[nH]c1=O	2	-47	-5	-6	-1	-8	3	-2
Cc1ccc(S(=O)(=O)N2CCC[C@H]2C(=O)Nc2ccccc2Cl)cc1	6	3	-7	17	4	5	9	7
COc1ccc(CNC(=O)C2CCN(C(=O)N(C)C)CC2)c(OC)c1	-12	-8	-5	-14	3	-1	5	10
Nc1c(NCc2ccccc2)c(=O)c1=O	-5	8	0	0	1	-7	-2	-1
CC(=O)Nc1nonc1NC(=O)CSc1ccccn1	6	7	-3	-2	-13	4	5	1
COc1ccc(C)c2sc(N(CCN(C)C)C(=O)c3ccc4ccccc4c3)nc12	-11	17	-4	14	-6	-27	21	18
NC(=S)N/N=C/c1ccc2c(c1)OCCO2	25	-17	-2	8	8	-8	-20	0
C=C(C)CSc1nnc([C@@H]2CCCN2C(=O)OC(C)(C)C)o1	-7	7	-3	1	2	0	4	0
COc1ccc(NC(=O)C2CCCN2c2ccc(OC)c(OC)c2)cc1OC (centres undefined)	-14	-11	2	-4	6	-18	-1	-19
CCOC(=O)C1CCN(S(=O)(=O)c2ccc(CN3C(=O)c4cccnc4C3=O)cc2)CC1	-6	-23	-2	5	-3	1	1	-3
COc1cc(NC(=O)c2ccc3c(SCC(=O)O)c4c(nc3c2)CCC4)cc(OC)c1OC	1	8	-3	11	-1	-9	25	-13
Cc1ccccc1-n1c(=O)cc(N2CCN(C(=O)c3ccco3)CC2)[nH]c1=O	-6	-4	5	6	-17	-3	0	6
CC(NC(=O)Cc1ccccc1)c1ccc(F)cc1 (centres undefined)	-12	-6	1	16	2	-5	-1	-2
Cc1cccc(OCC(=O)Nc2ccc(N3CCN(S(C)(=O)=O)CC3)cc2)c1C	-2	-15	5	1	-11	-16	5	-6
CCc1c(C)sc(NC(=S)N2CC(C)OC(C)C2)c1C(=O)OC (centres undefined)	3	2	-2	26	-8	9	7	9
COc1ccc(/C=C2\C(=O)ON=C2c2ccccc2)cc1	-6	-1	2	-12	-6	-7	-4	-2
COc1ccc(Cc2nnc(NC(=O)C3CCN(C(=O)c4ccco4)CC3)s2)cc1	1	10	1	19	-7	-3	-7	4
CCN(CC)S(=O)(=O)c1ccc(/C=C/C(=O)Nc2ccc(Br)cc2F)cc1	6	-6	-1	18	-7	33	21	-18
CCCCNC(=S)Nc1ccc(Cl)cc1	-6	-3	4	-17	-8	-19	12	2
Cc1cccc(C(=O)NCC(=O)NCC(c2ccco2)N2CCCCC2)c1 (centres undefined)	0	15	-2	5	0	3	-2	4
O=C(CCn1c(=S)[nH]c2ccccc2c1=O)NCCCN1CCOCC1	-11	21	1	9	2	11	-1	-9
C=C1CCN([C@@H](C)C(=O)NCc2ccc(Cl)cc2)S(=O)(=O)c2ccccc21	-8	4	-4	5	-5	-5	26	2
O=C(c1cc2nc(-c3ccccc3)cc(-c3ccccc3)n2n1)N1CCN(C(=O)c2ccco2)CC1	6	-2	-3	34	-1	6	-65	15
CSCCC(=O)N(C)CC1CCN(CCc2cccc(C(F)(F)F)c2)CC1	1	4	-2	14	2	4	12	4
Cc1nonc1OCCN1CCN(c2ccccc2[N+](=O)[O-])CC1	11	-8	-2	3	2	11	8	3
O=S(=O)(Nc1ccc(Cl)cc1)c1cccc2nsnc12	19	11	-3	8	1	1	14	4
CCOC(=O)c1cnc2c(-c3ccccc3OC)c(C)nn2c1C	4	-7	0	2	1	3	10	10
COc1ccc(C(=O)N2CCSCC2)cc1OC1CCN(C(C)=O)CC1	9	4	0	4	6	-7	5	-3
O=C(Cn1c(NCCO)nc2ccccc21)N1CCN(Cc2ccccc2)CC1	-4	0	-3	5	3	-7	-14	12
COc1ccc(CCNC(=O)C2CCCN2C(=O)Nc2ccc(Cl)cc2)cc1OC (centres undefined)	0	-13	0	13	-8	-9	3	2
O=C(NNc1c2ccccc2nc2ccccc12)c1ccc(O)cc1O	33	20	-4	50	-11	4	8	-149
c1ccc(Nc2nc(N3CCCCC3)nc(N3CCCCC3)n2)cc1	-7	8	-5	10	0	14	-2	8
CCC(=O)Nc1cc2[nH]c(=O)cc(C)c2cc1C	-9	-4	-1	5	0	-10	4	8
COc1cc(C(=O)Oc2cccnc2)cc(OC)c1OC	-4	1	-4	2	-3	-14	3	-2
O=C(NCC1CCCO1)c1ccc(NC(=O)C2CC=CCC2C(=O)O)cc1 (centres undefined)	13	-2	1	14	-3	7	1	-7
Cc1ccnc(NC(=O)CCCOc2cc(=O)n(C)c3ccccc23)c1	1&3	17	-3	21	-6	-3&-5	-119	-1
O=[N+]([O-])c1ccccc1Nc1cccc(F)c1	8	·	·	19	4	-3	0	·
Cc1ccnc(NS(=O)(=O)c2ccc(NS(C)(=O)=O)cc2)n1	4	-9	0	5	4	-21	1	5
CCOC(=O)C1CCN(C(=O)C2CCC(=O)N(CC3CCCCC3)C2)CC1 (centres undefined)	3	5	-6	11	5	0	·	0
COc1ccc(NC(=O)C(=O)NCCO)cc1Cl	-1	-7	-1	-3	2	-15	4	3
CC(=O)N(C(C)=O)n1c(C)nc2sc3c(c2c1=O)CCCC3	0	15	-2	14	-6	-2	-4	16
CC1=C(C(=O)OCc2ccccc2)C(c2ccccc2)NC(=O)N1CCCC(=O)O (centres undefined)	-2	-63	-5	6	4	3	-8	0
O=C(CN1C(=O)NC(Cc2ccccc2)C1=O)Nc1ccccc1OC(F)F (centres undefined)	2	28	-7	4	2	-15	-5	2
NS(=O)(=O)c1ccc(NC(=O)COC(=O)c2ncc(Cl)c(Cl)c2Cl)cc1	0	13	-3	3	-1	-4	1	17
CC(=O)N1CCc2cc(S(=O)(=O)NCCC(=O)Nc3cc(C)cc(C)c3)ccc21	-3	11	3	14	-18	4	-4	-2
Cc1cc(Nc2cc(C(=O)O)ccc2C)n2ncnc2n1	0	-6	-3	-1	-3	-11	3	-2
Cc1ccc2[nH]c(=O)c(CN(CCCN(C)C)C(=O)Nc3cccc(Cl)c3)cc2c1	3	8	2	-4	0	2	7	3

Additional results follow:
SMILES	CXCR6 block	APJ antagonist	APJ ag	CCR6 antagonist	ATG4B inh	EBI2 antag	Gli-Sufu block	UBC13 inh
CN(Cc1ccccc1)c1nc2c(c(=O)n(C)c(=O)n2C)n1CCCc1ccccc1	1	11	3	3	-4	0	-4	5
COc1ccc(Nc2nnc(C)c3ccccc23)cc1	2	8	-1	4	-3	7	-15	-5
CCc1cccc(NS(=O)(=O)c2csc(C(N)=O)c2)c1	2	13	-5	-2	0	-2	3	8
O=[N+]([O-])c1cccc(CNc2ccc3c(c2)CCC3)c1	-6	-14	·	22	36	4	-7	-16
CN(C(=S)Nc1ccc(Oc2ccccc2)cc1)C1CCCCC1	-13	8	-2	3	7	-1	24	0
O=C(NCCN1CCOCC1)c1ccc(N2CCCC2)c([N+](=O)[O-])c1	4	0	-6	11	-4	-3	-8	-19
